# 12-LOX inh – ALOX12 (human) lipoxygenase inhibition; purified 12hLO, xylenol orange hydroperoxide absorbance; Potency, µM (top dose mostly 108 µM), without a hit: at the highest dose activity change, negative = inhibition, actives largely listed as inhibitors; 1.1% of 580,000 active; active = well fitted inhibition curve with a large enough effect; inconclusive = small, poorly fitted or top-dose-only effect, or another doubt; inactive = no such curve, though single readings can be large or run the other way
# Target sequence (P18054 whole entry, looked up): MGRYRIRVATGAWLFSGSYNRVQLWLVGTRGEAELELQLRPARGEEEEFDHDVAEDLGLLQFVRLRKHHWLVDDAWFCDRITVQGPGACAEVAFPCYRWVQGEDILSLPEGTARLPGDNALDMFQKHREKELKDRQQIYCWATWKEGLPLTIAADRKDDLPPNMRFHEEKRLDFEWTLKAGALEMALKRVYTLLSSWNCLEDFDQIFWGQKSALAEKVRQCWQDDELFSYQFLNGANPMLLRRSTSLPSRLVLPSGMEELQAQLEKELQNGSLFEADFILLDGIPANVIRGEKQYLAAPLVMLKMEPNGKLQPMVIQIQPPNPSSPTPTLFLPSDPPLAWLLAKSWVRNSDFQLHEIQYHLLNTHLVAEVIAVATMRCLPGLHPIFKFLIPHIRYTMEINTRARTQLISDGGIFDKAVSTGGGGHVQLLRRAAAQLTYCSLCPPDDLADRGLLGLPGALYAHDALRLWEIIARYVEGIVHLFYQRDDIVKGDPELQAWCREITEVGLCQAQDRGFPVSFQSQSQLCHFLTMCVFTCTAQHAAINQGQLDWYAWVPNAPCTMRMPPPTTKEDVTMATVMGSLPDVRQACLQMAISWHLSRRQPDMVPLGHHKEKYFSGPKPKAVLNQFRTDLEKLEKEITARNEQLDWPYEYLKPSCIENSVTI
#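 Purified human 12hLO (150 nM final) in 25 mM Hepes, 0.01% Triton X-100, pH 7.0 was preincubated 15 min at room temperature with compound. Then 40 uM arachidonic acid was added, 30 min. Hydroperoxide was read by Fe-XO absorbance ratio 573/405 nm.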
# The depositor's hits bear a star; ? = inconclusive; [ ] = remark or other dose. % is scaled to controls: 0 for no effect and ±100 for the full control effect; potency is read from the fitted curve at half-maximal effect.
SMILES,12-LOX inh
COCCNC(=O)N1CCc2nc(N(C)C)[nH]c(=O)c2CC1,31%
O=C(Nc1ccccc1)c1nn(C2CCS(=O)(=O)C2)c2c1CCCC2 (centres undefined),9%
O=C(c1nc(-c2ccc(Cl)cc2)c2ccccn12)N1CCN(c2ncccn2)CC1,?
CCOc1cccc(-c2nc(-c3c[nH]c(C(=O)N4CCCC4)c3)cs2)c1,?
Cc1cccc(C(=O)N2CCC(N3C(=O)C4(CCCCC4)C3c3ccncc3)CC2)c1 (centres undefined),17%
Cc1ccc(-c2onc3ccc(-c4cc(C(=O)O)c5cc(Br)ccc5n4)cc23)cc1,7.9µM*
CCc1ccc(NC(=O)Cc2c(C)c3ccc(OC)c(OC)c3oc2=O)cc1,29%
CC1(C)SC2c3ccccc3C(=O)N2[C@@H]1C(=O)NCc1ccc(Cl)cc1 (some centres undefined),?
Cc1noc(C)c1-c1cn(C)c(=O)n2cc(COc3ccc(Cl)cc3)nc12,?
COCc1cc(C)n(CC(=O)Nc2cc(C)c(C)cc2Br)c(=O)c1C#N,-2%
CCC[C@@H]1CN(Cc2cn[nH]n2)C[C@H]1C(=O)O,85%[activator]
OC[C@H]1OC(O)C[C@@H](O)[C@H]1O (some centres undefined),2%[57.4 µM]

# 3 structures out of the list, ordered by number of heavy atoms, low to high:
SMILES,12-LOX inh
CCC[C@@H]1CN(Cc2cn[nH]n2)C[C@H]1C(=O)O,85%[activator]
CC1(C)SC2c3ccccc3C(=O)N2[C@@H]1C(=O)NCc1ccc(Cl)cc1 (some centres undefined),?
Cc1cccc(C(=O)N2CCC(N3C(=O)C4(CCCCC4)C3c3ccncc3)CC2)c1 (centres undefined),17%

# The listing continues:
SMILES,12-LOX inh
COc1cc2c(cc1OC)C(CNC(=O)c1cccs1)N(C(=O)Nc1ccccc1F)CC2 (centres undefined),24%
CCc1nc(-c2c3n(c(=O)n(Cc4cc(F)cc(F)c4)c2=O)CCCCC3)no1,?
COCCNC(=O)C(C)[C@@H]1CC[C@@]2(C)CC[C@H](NC(=O)c3ccccc3)[C@@H](C)[C@@H]2[C@H]1O (some centres undefined),70%[176 µM]
Cc1c(-c2ccccc2F)[nH]c2ccc(CNC(=O)CCC3=NNC(=O)CC3)cc12,6%
Cc1cc(NC(=O)C(C)Sc2nc(Nc3ccccc3)c3ccccc3n2)no1 (centres undefined),-14%
COc1ccc(CC(=O)N2CCN(c3cc(-c4ccc(OC)cc4)[nH]n3)CC2)cc1,28%
CCOc1ccccc1C1C(C#N)=C(SCC(=O)Nc2ccc(C)cc2)NC2=C1C(=O)CCC2 (centres undefined),-17%
CCN(CC)c1ccc(-c2nnc(SCCS(=O)(=O)c3ccc(Br)cc3)o2)cc1,-14%
CC1Oc2ccc(NS(=O)(=O)c3ccc(F)cc3)cc2CN(Cc2ccc(F)cc2)C1=O (centres undefined),23%
S=C(NCCSc1ccc(Cl)cc1)Nc1ccccc1Cl,?
Cc1ccn(CCC(=O)N2CCCC2C(=O)Nc2cccc(-n3cccn3)c2)n1 (centres undefined),5%
COC(=O)[C@H](C(C)C)N(CCCc1cn(CC2CCCCC2)nn1)S(=O)(=O)c1ccc(F)cc1Br,93%[activator]
Cc1cccc(CNc2nc(-c3ccc(C(=O)N(C)C)cc3)nc3ccccc23)c1,?
O=C(COc1ccc(-n2cnnn2)cc1)N1CCN(S(=O)(=O)c2ccc3c(c2)CCC3)CC1,?
COc1ncccc1CNC(=O)c1ccc2c(c1)NC(=O)CS2,-24%
CCO[C@H]1CN(C(=O)C2CCN(C(=O)c3ccccc3Cl)CC2)C[C@@H]1O,8%
Cc1ccc(CC2C(=O)N(C)c3ccc(Br)cc32)cc1 (centres undefined),?
CC(=O)N1CCC([C@@H]2CN(C3CCN(C(C)=O)CC3)C[C@H]2CO)CC1,40%[activator]
CC1(c2ccccc2)N(Cc2ccccc2)C(=O)OC12CCN(C(=O)c1cccc(Cl)c1)CC2 (centres undefined),12%
COc1cccc(C2(CC(=O)N3CCN(c4ccccc4O)CC3)CC(=O)N(C3CCCC3)C2=O)c1 (centres undefined),0%
CCOc1ccc(-c2cc3c(=O)n(CCNC(=O)c4ccc[nH]4)ccn3n2)cc1,33%
COc1ccc(CN2C[C@H]3CN(Cc4ccc(C(F)(F)F)cc4)CCN3C2=O)cc1,-5%[176 µM]
COCCn1c(C)cnc1CCNC(=O)NCCc1ccccc1,52%[activator]
CC(CN1CCCC1)OC(=O)c1ccc(C(C)(C)C)cc1 (centres undefined),?
CCCOc1ccc(C(=O)CCN(C)C)cc1,-85%
N#Cc1cccc(C(=O)N2CCCC(n3cc(-c4nc(C5CC5)no4)nn3)C2)c1 (centres undefined),10%
O=C(c1ccccc1)N1CC(Oc2ccc(F)cc2F)C1,3%[6.33 µM]
COCC(=O)N1CCN(Cc2nc(-c3cccs3)oc2C)CC1,-6%
CCNCc1ccc(OCCO)c(OC)c1,13%
O=C([C@@H]1CNC[C@H](C(=O)N2CCc3ncccc3C2)C1)N1CCCC1,-1%
CC(=O)c1ccc(NC(=O)C2(C#N)CCCC2)cc1,?
CCN(CC)C(=O)N1C[C@@H](Oc2cccnc2)C[C@H]1C(=O)N1CCOCC1,39%
CC(Cc1ccccc1)NNC(=O)C(O)(Cc1ccccc1)Cc1ccccc1 (centres undefined),2%
COCC(=O)Nc1cc(C(=O)N2CCc3ccccc3C2)c2c(c1)nc(-c1ccncc1)n2C,-4%
O=C(c1ccc(C(F)(F)F)cc1)N1CCC2(CC1)COc1ccccc1CN2,0%
COC(=O)C1=C(C)N=C2SC=C(CC(=O)Nc3ccc(C)cc3)N2C1c1cccc(OC)c1 (centres undefined),44%[activator]
c1ccc(-c2ccc(CNCC3CCCO3)cc2)cc1 (centres undefined),1%
CCCCCCCC1CCC(c2ccc(C(=O)CCN(C)C)cc2)CC1 (centres undefined),?
O=[S+]([O-])(Nc1nncs1)c1ccc2c(c1)OCCN(Cc1ccsc1)C2,?
Cc1cnc(-n2ncc(C(=O)N(C)CC3COCCO3)c2C2CC2)nc1-c1cccs1 (centres undefined),-2%
COc1cccc(CN2Cc3nc(-c4cc5ccccc5o4)ccc3OCC2=O)c1,3%[176 µM]
CN(C)Cc1ccc(C(=O)N[C@@H]2COCC[C@@H]2OCC(=O)O)o1,0%
Cn1cc(CN2CCN(C(c3ccccc3)c3ccccc3)CC2)cc1C#N,17%
COCCNC(=O)c1ccc2c(c1)N(C)C(CC(=O)NCCO)CO2 (centres undefined),46%[activator]
Fc1ccccc1-c1noc(N2CCOCC2)n1,25%
COc1ccc(-c2nc(C(=O)N3CCOCC3)n3ccccc23)cc1,42%[activator][176 µM]
CC(=O)NC[C@H]1Cn2cc(-c3ccccc3)nc2CO1,54%[176 µM]
Cc1ccc(-c2csc(Nc3ccc(O)c(C(=O)O)c3)n2)cc1,35µM*
O=C(Nc1ccc2c(c1)OCCCO2)c1ccccc1SCc1cccs1,16µM*
CCc1cccc(OCC(O)Cn2cnc3c2c(=O)n(C)c(=O)n3C)c1 (centres undefined),20%
Cc1ccsc1C(=O)N1C[C@@H](F)C[C@H]1C(=O)N1CCCCC1,-9%
O=C(Nc1ccc(CN2CCOCC2)cc1)Nc1ccc2c(c1)OCCO2,-7%
COc1cc(NC(=O)CC2C(=O)NCCN2C(C)C)ccc1NC(=O)C(C)(C)C (centres undefined),9%
COc1ccc(C)cc1-n1nnc(-c2nc(-c3ccncc3)no2)c1N,-21%
NS(=O)(=O)c1ccc(N/N=C/c2ccc(F)c(F)c2)c([N+](=O)[O-])c1,7%
O=C1CCSc2c1cccc2C(=O)NCC1CCN(Cc2cccc(F)c2)CC1,12%
CCn1nc(C(=O)OC(C)C(N)=O)c2ccccc2c1=O (centres undefined),9%
Cc1nn(-c2ccccc2)c(C)c1[C@@H]1C=C[C@@H](NC(=O)c2ccco2)C1,?
CCSc1nn(CC(=O)N(CC)CC)c2nc3c(c(=O)n12)C(C)(CC)Cc1ccccc1-3 (centres undefined),-16%
O=C(N[C@H]1CCN2C(=O)c3cc(-c4ccsc4)ccc3NC(=O)[C@H]12)c1cccs1,26%[176 µM]

# Going on with the list:
SMILES,12-LOX inh
CN1CCCN(C(=O)c2cn(C)cn2)c2ccccc21,78%[activator]
COCCN(Cc1ccco1)C(=O)c1cc(S(C)(=O)=O)ccc1C,-12%
Cc1cc(N2CCOCC2)nc(Nc2ccc(NC(=O)CCc3ccccc3)cc2)n1,?
CN1C(=O)C(CC(=O)NCC2CCCCC2)Sc2ncccc21 (centres undefined),-8%
O=C(CC[C@H]1NC(=O)c2ccccc2NC1=O)NCCc1nc(-c2ccccc2)cs1,4%
COc1ccc(C(=O)Oc2ccccc2Br)cc1Br,36%[activator]
O=C(NCCNc1ncccn1)NCCC(c1ccccc1)c1ccccc1,?
CN(C)C[C@@H]1CN(Cc2cccnc2)C[C@H]1NC(=O)c1ccc(Cl)s1,7%
C#CCOc1ccc(/C=C(/C#N)c2ccc(F)cc2)cc1OC,-19%
Cc1nn(CN2CCN(S(=O)(=O)c3c(Cl)cccc3Cl)CC2)c(=O)c2ccccc12,-1%
C[C@@H](NC(=O)C1CCCCC1)c1c(-c2ccc(F)cc2)noc1C(=O)O,?
CN1C[C@]2(CCN3CCCC(C)(C)[C@@H]32)c2ccccc21,?
O=C1CCc2cc(-c3csc(NC4CC4)n3)ccc2N1,35µM*
CCC(c1cnn(C)c1)n1ccnc1-c1cc(F)c(OC)c(Cl)c1 (centres undefined),41%[activator]
Cc1ccc(Cl)cc1NC(=O)N[C@H](CC(C)C)C(=O)O,4%
C=CCn1c(Oc2cccc(C(F)(F)F)c2)nc2c1c(=O)n(C)c(=O)n2C,0%
CCOC(=O)c1c(Nc2ccc(OC)cc2)n[nH]c1C,3%
CC1(CNC(=O)c2ccc(C#N)cc2)CCOCC1,25%
Cc1nc(C2CCCCN2)n[nH]1 (centres undefined),?
COc1ccc(CN2CCn3c(nn(-c4ccc(F)cc4F)c3=O)C2)cc1,?
C=CCN(C(=O)Cc1nn(C)c(=O)c2ccccc12)c1nc2c(s1)CCCC2,-45%
COCCCNC(=O)Cn1ccc2c(Cl)cccc21,5%
O=C(NCc1ccnc2[nH]ccc12)c1cccnc1,37%[activator][176 µM]
CNC(=O)N1CCCC(Cc2ncc(C)n2C(C)C)C1 (centres undefined),-4%

# Ordered by molecular weight (falling): part of the list above.
SMILES,12-LOX inh
Cc1nn(CN2CCN(S(=O)(=O)c3c(Cl)cccc3Cl)CC2)c(=O)c2ccccc12,-1%
O=C(CC[C@H]1NC(=O)c2ccccc2NC1=O)NCCc1nc(-c2ccccc2)cs1,4%
COc1ccc(C(=O)Oc2ccccc2Br)cc1Br,36%[activator]
CN(C)C[C@@H]1CN(Cc2cccnc2)C[C@H]1NC(=O)c1ccc(Cl)s1,7%
O=C(NCCNc1ncccn1)NCCC(c1ccccc1)c1ccccc1,?
COc1ccc(CN2CCn3c(nn(-c4ccc(F)cc4F)c3=O)C2)cc1,?
C[C@@H](NC(=O)C1CCCCC1)c1c(-c2ccc(F)cc2)noc1C(=O)O,?
CCC(c1cnn(C)c1)n1ccnc1-c1cc(F)c(OC)c(Cl)c1 (centres undefined),41%[activator]
CN1C(=O)C(CC(=O)NCC2CCCCC2)Sc2ncccc21 (centres undefined),-8%
C#CCOc1ccc(/C=C(/C#N)c2ccc(F)cc2)cc1OC,-19%
Cc1ccc(Cl)cc1NC(=O)N[C@H](CC(C)C)C(=O)O,4%
O=C1CCc2cc(-c3csc(NC4CC4)n3)ccc2N1,35µM*
COCCCNC(=O)Cn1ccc2c(Cl)cccc21,5%
CNC(=O)N1CCCC(Cc2ncc(C)n2C(C)C)C1 (centres undefined),-4%
CCOC(=O)c1c(Nc2ccc(OC)cc2)n[nH]c1C,3%
CC1(CNC(=O)c2ccc(C#N)cc2)CCOCC1,25%
O=C(NCc1ccnc2[nH]ccc12)c1cccnc1,37%[activator][176 µM]
Cc1nc(C2CCCCN2)n[nH]1 (centres undefined),?

# Next part
SMILES,12-LOX inh
COc1cccc(F)c1-c1nc2ccccc2n1C(C(=O)Nc1c(C)cccc1C)c1ccccc1 (centres undefined),-26%
O=C1NCCCCCN(C(=O)c2cnccn2)[C@H]2CCC[C@@H]12,38%[activator]
C/C=C/C=C/C(=O)c1cc(C)c(OC(=O)CNC(=O)OC(C)(C)C)c(C)c1O,-11%
COc1ccccc1NC(=O)/C(C#N)=C/c1coc2ccc(C)cc2c1=O,?
COc1ccc(CNC(=O)N2CCC3(CC2)CC(Cc2nc(C4CC4)no2)CCO3)cc1 (centres undefined),9%
CC(C)Oc1cccc(NC(=O)/C=C/c2ccc(F)cc2)c1,27%
O=C(Cc1ccc(Cl)c(Cl)c1)NCc1cccs1,?
N#CC1=C(N)N(c2cccc(F)c2)C2=C(C(=O)OC2)C12C(=O)N(Cc1cccc(F)c1)c1ccccc12 (centres undefined),1%
COc1ccc(C(=O)NCc2nc(-c3cccs3)no2)cc1,?
O=c1cc(CSc2n[nH]c(-c3ccccc3)n2)nc2sc3c(n12)CCCC3,31%
CNC(=O)c1ccc(Cn2ccn3nc4c(c3c2=O)CCCC4)cc1,21%
O=C(Nc1ccccc1C(F)(F)F)C12CC3CC(CC(C3)C1)C2,10%
CCc1cccc(NC(=O)Cn2c(N3CCc4ccccc4C3)nc(C)cc2=O)c1,-9%
CC(C)c1ccc(C(=O)O)cc1,?
O=C(c1ccco1)N1CCN(C(=O)C2CCc3ncc(-c4ccc(F)cc4)n3C2)CC1 (centres undefined),-7%
Cc1ccc(-c2cc3c(=O)n(CCNC(=O)c4ccc(F)cc4)ccn3n2)c(C)c1,46%[activator]
COc1ccc(NC(=O)c2c(C)noc2C(C)C)cc1OC(F)F,?
COc1ccccc1CCNC(=O)CCCNc1nc(Cl)nc2nc[nH]c12,57%[activator]
CCOC(=O)C[C@@H]1C[C@@H](C(C)C)[C@H](CNC(=O)c2ccncc2)C=C1C,56%[activator][176 µM]
O=C(Cc1ccsc1)Nc1cccc(-c2nnc3n2CCCC3)c1,14%
CCc1ccc(C2CC(C(=O)NCc3ccco3)CN(C(C)=O)C2)cc1 (centres undefined),3%
O=C(CN1C2=NCCN2c2ccccc21)c1ccc(Cl)cc1Cl,6%

# Assay outcomes: PubChem BioAssay, National Center for Advancing Translational Sciences (NCATS)

# An excerpt; rates above refer to the full screens.
